# LMPTP block: LMPTP (human) inhibition; inhibition, % at 20 µM; P24666; recombinant LMPTP-A, OMFP fluorogenic substrate, fluorescence intensity; 360,000 tested, 0.22% active;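 active = compounds that cut the enzyme signal by at least half of the control window in the single-dose screen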;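 also: plate controls were DMSO wells with enzyme plus substrate for no effect and substrate without enzyme for full effect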
#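 Test system: LMPTP-A phosphatase enzyme. Amount: LMPTP-A at 0.625 nM final in the reaction. Reagent: OMFP substrate, 400 µM final. Times: 50 min at room temperature. Signal: endpoint fluorescence intensity from OMFP dephosphorylation. Read-out basis: % inhibition. Benchmarks: no-enzyme and uninhibited controls.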
# SUMO1 PPI mod: alters human SUMO1 binding to SIM partners. P63165. SUMO1 binding to a labelled peptide, TR-FRET, 1 h. inhibition, % at 20 µM. 360,000 tested, 0.33% active; in the data active = inhibition above about 37%
# STEP inh: STEP (human) phosphatase inhibition | P54829 | recombinant STEP, OMFP fluorogenic substrate, fluorescence | inhibition, % at 20 µM | 360,000 tested, 0.25% active | AID 588621;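 active = inhibition at 20 µM, scaled per plate between control wells, above about 37%, limit read from the data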;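 also: 0% = DMSO with enzyme and substrate and 100% = substrate only without enzyme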
#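 Material: STEP (striatal-enriched tyrosine phosphatase) enzyme, cell-free | Medium: 50 mM Bis-Tris pH 6.0 with 2.5 mM DTT and 0.005% Tween 20 | Read-out: Percent inhibition scaled to no-enzyme and uninhibited-enzyme controls, plate-pattern corrected | Signal: Fluorescence read at 480 nm ex / 540 nm em | Times: 20 min reaction, room temperature, in the dark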
# E coli Lon inh: inhibits E. coli Lon protease | P0A9M0 | purified E. coli Lon protease, fluorescence polarization | 360,000 tested, 0.42% active | inhibition, % at 7.94 µM; in the data active = inhibition above about 13%, passing the limit was not always enough;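 also: 0% = enzyme with probe and DMSO and 100% = no enzyme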
# MsrA inh: bovine MsrA inhibition | 360,000 tested, 0.75% active | inhibition, % at 15.5 µM | purified bovine MsrA, absorbance read-out; in the data active = inhibition above about 4.5%;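 also: 0% = vehicle wells with enzyme and 100% = reference inhibitor wells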
# TbMetRS inhib: Trypanosoma brucei MetRS inhibition; purified T. brucei MetRS, ATP depletion, Kinase-Glo luminescence; inhibition, % at 11.9 µM; 360,000 tested, 0.4% active; AID 624268;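 active = inhibition above a per-plate cutoff of the control wells' mean inhibition plus 3 SD, cut at about 5.5% in these data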;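 also: 0% = DMSO wells median and 100% = median of wells with control inhibitor compound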
#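 Measured by: Kinase-Glo luciferase luminescence reporting remaining unconsumed ATP. Material: purified T. brucei MetRS enzyme. Doses: 11.9 µM compound single dose, 0.9% DMSO. Medium: HEPES buffer containing pyrophosphatase, BSA, spermine, DTT. Times: 15 min preincubation, 2 h reaction, all 25 °C. Reagent: methionine, ATP and bulk E. coli tRNA.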
# CendR NRP1 mod: NRP-1/CendR interaction modulation; O14786; FAM-RPARPAR peptide binding to NRP-1, fluorescence polarization; inhibition, % at 25 µM; 360,000 tested, 0.85% active; AID 602438;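 active = inhibition or corrected inhibition above about 18%, plus a signal ratio from 0.5 to 1.5, limit read from the data, passing the limit was not always enough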; also: strong numbers were not always called active
# Scp1 inh: inhibitors of human Scp-1 phosphatase | 340,000 tested, 0.88% active | Q9GZU7 | Recombinant Scp1, phosphopeptide, malachite green phosphate absorbance | inhibition, % at 20 µM;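 active = inhibition above about 50% at 20 µM, limit read from the data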;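 also: plate controls were DMSO wells with enzyme for no effect and wells lacking enzyme for full effect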
#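 Times: enzyme reaction 45 min at room temperature, colour 5 min, stabilisation 30 min. Material: SCP-1 catalytic fragment, aa 76-261. Medium: Acidic Tris acetate buffer with magnesium and detergent. Signal: colorimetric free-phosphate detection, absorbance 630 nm. Read-out basis: % inhibition of SCP-1 phosphate liberation. Reagent: Phosphorylated 17-residue peptide substrate.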
# DNMT1 block: blocks human DNA methyltransferase DNMT1 | P26358 | DNMT1 molecular beacon, Hinp1I cleavage, fluorescence | inhibition (reported as % activation of signal), % at 10 µM | 360,000 tested, 0.83% active; in the data active = inhibition above about 50%
# Target sequence (P26358 504-1616 limits assumed): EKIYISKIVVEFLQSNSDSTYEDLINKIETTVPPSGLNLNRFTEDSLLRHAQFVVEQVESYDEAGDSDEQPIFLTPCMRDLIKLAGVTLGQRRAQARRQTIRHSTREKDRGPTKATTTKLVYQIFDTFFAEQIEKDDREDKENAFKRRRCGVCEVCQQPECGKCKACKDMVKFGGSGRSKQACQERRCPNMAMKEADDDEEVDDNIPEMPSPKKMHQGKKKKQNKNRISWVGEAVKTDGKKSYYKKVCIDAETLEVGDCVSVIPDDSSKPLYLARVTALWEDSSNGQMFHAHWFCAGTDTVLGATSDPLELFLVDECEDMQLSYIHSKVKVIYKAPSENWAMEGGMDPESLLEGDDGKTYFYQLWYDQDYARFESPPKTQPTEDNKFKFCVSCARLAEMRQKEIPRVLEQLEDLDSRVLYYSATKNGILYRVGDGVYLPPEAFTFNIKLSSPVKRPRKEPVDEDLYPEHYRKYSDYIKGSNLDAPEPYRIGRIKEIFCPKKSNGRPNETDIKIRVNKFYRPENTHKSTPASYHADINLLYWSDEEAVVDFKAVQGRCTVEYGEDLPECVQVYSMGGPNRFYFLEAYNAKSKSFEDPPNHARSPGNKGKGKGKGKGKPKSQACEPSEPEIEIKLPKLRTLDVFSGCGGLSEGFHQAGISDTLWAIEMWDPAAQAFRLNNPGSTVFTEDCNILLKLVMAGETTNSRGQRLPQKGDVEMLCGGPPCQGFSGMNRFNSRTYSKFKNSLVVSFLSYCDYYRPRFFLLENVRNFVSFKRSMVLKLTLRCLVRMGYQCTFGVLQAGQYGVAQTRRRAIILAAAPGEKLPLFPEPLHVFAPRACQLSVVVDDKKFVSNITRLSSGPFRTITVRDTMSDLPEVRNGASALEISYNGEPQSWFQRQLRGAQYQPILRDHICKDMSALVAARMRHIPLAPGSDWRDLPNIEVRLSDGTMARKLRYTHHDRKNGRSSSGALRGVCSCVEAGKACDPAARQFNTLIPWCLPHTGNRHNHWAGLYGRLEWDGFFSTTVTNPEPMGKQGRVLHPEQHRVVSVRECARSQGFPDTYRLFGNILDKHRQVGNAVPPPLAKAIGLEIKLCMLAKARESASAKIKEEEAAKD
# bovine MsrA act: activators of bovine methionine sulfoxide reductase A; purified bovine MsrA, absorbance read-out; activation, % at 10.6 µM; 360,000 tested, 0.3% active; in the data active = activation above about 7.5%;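 also: 0% = vehicle and 100% = reference activator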
# Numbers without * were called inactive; nt = not tested or not shown.
SMILES,LMPTP block,SUMO1 PPI mod,STEP inh,E coli Lon inh,MsrA inh,TbMetRS inhib,CendR NRP1 mod,Scp1 inh,DNMT1 block,bovine MsrA act
O=C(COc1ccc(C(=O)c2ccccc2)cc1)Nc1ncccc1O,0.7,-8,-4,-2,1.2,0.1,4,-8,-4,-2
O=C(NCc1ccco1)C1CCCN1C(=O)Nc1ccccc1[N+](=O)[O-] (stereo not drawn),0.1,-28,0,0,2.1,0.0,0,-4,1,-1
COc1cccc(C(=O)Nc2nc(-c3ccncc3)cs2)c1,1.7,18,18,-5,1.1,0.5,1,-3,-9,-2
CCC(C)Nc1nc(Cl)nc(NCCOc2ccccc2)n1 (stereo not drawn),-1.0,7,-3,-9,-0.1,-0.9,-2,-2,0,-4
CN1C(=O)/C(=C/c2cccc(Cl)c2)Sc2ccc(C(=O)NCc3cccnc3)cc21,3.5,-8,0,-2,2.8,-0.5,-3,-3,-10,-5
CC(=O)Nc1ccc2nc(NC(=O)COc3ccc(C)cc3)sc2c1,0.3,-1,-1,-16,-0.6,-1.1,-5,0,5,-10
COc1ccc(N2CCN(S(=O)(=O)CCNC(=O)COc3ccc(Cl)cc3)CC2)cc1,-1.7,2,-1,-9,0.6,0.2,-4,-6,1,-1
O=C(Nc1cccc(-n2cnnn2)c1)c1cnccc1Cl,0.6,-5,-3,3,-1.1,0.9,-7,-4,-2,-1
CC1C(=O)N(Cc2cn(CC3CCCCC3)nn2)CCS(=O)(=O)N1Cc1ccc(-c2ccc(Cl)c(Cl)c2)cc1 (stereo not drawn),2.1,-1,-1,1,-1.1,-1.0,-6,nt,-11,-2
COc1ccccc1-c1ocnc1C(=O)N1CCN(C(=O)C(c2ccccc2)c2ccccc2)CC1,0.3,2,1,2,1.0,-0.6,2,-1,-4,-1
COc1ccccc1NC(=O)CSc1nnc(-c2ccc(C)cc2)o1,-2.8,4,0,2,-0.8,-0.7,-3,-6,-2,-2
CC1=C(C(=O)N2CCOCC2)C(c2c(C)cc(C)cc2C)NC(=S)N1 (stereo not drawn),-1.2,4,4,-7,-0.3,0.0,11,-4,1,6
COCCN(Cc1cc2cc(C)cc(C)c2nc1Cl)C(=O)Nc1ccccc1,4.0,1,4,-9,0.8,-0.2,0,-12,-1,-1
CCCC(C)c1nnc(NC(=O)CCS(=O)(=O)Cc2ccccc2)s1 (stereo not drawn),-1.1,0,14,-10,-1.9,0.1,16,-4,-3,-4
Cc1cc(C)n(-c2nc3c(c(=O)n(C)c(=O)n3C)n2C)n1,0.4,0,1,-5,0.5,-0.4,-10,0,1,-1
COc1ccc(Cn2c(=O)[nH]c3cc(C(=O)N4CCN(c5ccccn5)CC4)ccc3c2=O)cc1,2.2,1,3,0,-0.7,-0.2,6,-9,-1,-2
O=C(O)C1C(c2ccccc2)C(C(=O)Oc2ccccc2)C1c1ccccc1 (stereo not drawn),-2.2,1,1,-4,0.4,-0.8,3,-9,2,-5
CCNC(=S)N1CCN(CC(=O)Nc2ccc(OC)cc2)CC1,-0.2,0,-1,-5,2.3,-0.1,-4,0,-1,-4
Cc1cc2c(cc1C)-n1nnnc1C(N(C)CCc1ccccc1)C(=O)N2 (stereo not drawn),-0.2,6,nt,nt,-0.4,-0.6,2,nt,nt,nt
Cn1c(=NC(=O)C2CC2)sc2cc(F)cc(F)c21,-1.4,-2,0,-6,0.3,-0.6,2,-1,5,-3
C[C@@H]1CN([C@H](C)CO)S(=O)(=O)c2ccc(-c3ccc(C(=O)N(C)C)cc3)cc2O[C@H]1CN(C)C(=O)Cc1ccccn1,-1.1,-2,2,1,-0.1,0.4,-4,nt,3,-1
O=C(NCCc1ccccc1Cl)C1CCN(S(=O)(=O)c2cccs2)CC1,0.3,1,0,-5,-0.7,-0.6,-14,-2,13,-5
Cc1oc(-c2ccccc2F)nc1CS(=O)(=O)CC(=O)N1CCc2ccccc21,0.0,2,-3,-5,-0.1,-0.3,-20,-6,2,1
COc1ccc(C2=NOC(Cn3nc(C(=O)NCc4cccc(C(F)(F)F)c4)cc3-c3ccccc3)C2)cc1 (stereo not drawn),4.6,3,1,-15,-1.1,-0.5,0,1,-7,-7
CCCCOC(=O)Nc1nnc(/C=C/c2ccc(OC)cc2)s1,-0.1,3,-2,-1,0.7,-0.3,5,-2,3,-6

# (listing goes on)
SMILES,LMPTP block,SUMO1 PPI mod,STEP inh,E coli Lon inh,MsrA inh,TbMetRS inhib,CendR NRP1 mod,Scp1 inh,DNMT1 block,bovine MsrA act
O=Cc1c[nH]c2ccc(S(=O)(=O)N3CCCCC3)cc12,-1.7,1,-1,0,0.8,-0.1,-4,nt,5,-2
COc1cccc(OC)c1C(=O)NC(=S)Nc1ccc(N2CCOCC2)c(Cl)c1,1.8,2,0,-1,0.5,-0.6,16,-7,-3,-1
Cc1ccc2c(c1)c1c(c(=O)n(-c3ccccc3C)c(=O)n1CC(=O)NCC1CCCO1)n2C (stereo not drawn),-1.2,-9,0,-8,1.6,0.1,31*,3,2,-1
CCC(=O)c1cc(F)c(N2CCN(C(=O)c3ccco3)CC2)cc1C,0.5,4,-2,2,1.6,-0.1,15,-12,2,-3
CCc1nc2ccccc2nc1N1CCN(S(=O)(=O)c2ccccc2)CC1,3.5,-12,2,-3,0.1,-0.4,17,-1,2,-2
COc1ccc2nc(NC(=O)CS(=O)(=O)c3ccc(C)cc3)sc2c1,0.7,5,2,3,1.7,-0.4,-5,-9,-3,-1
Cc1cccc(NC(=O)CCCc2ccccc2)c1C,-0.2,3,2,1,0.1,-0.4,-5,-5,-1,-4
CN(C)c1cccc(NC(=O)c2ccc(-c3ccc(F)c(F)c3)c3ccoc23)c1,4.4,2,1,4,0.1,0.1,-2,nt,0,-2
CCOC(=O)c1ccoc1CSCC(=O)N1CCN(S(=O)(=O)c2ccc(C)cc2)CC1,0.6,-5,-3,-1,-0.1,0.0,10,-5,-1,-3
COC(=O)C1CCN(C(=O)COC(=O)CNC(=O)c2ccc(Cl)cc2Cl)CC1,0.0,-1,-1,7,0.6,-0.2,8,10,-8,-1
O=Cc1cc2c(cc1[B-](F)(F)F)OCO2,-3.7,7,1,-5,0.9,-0.5,-12,4,-1,-4
COc1ccc(NC(=O)[C@H](C)NC(=O)C2CCN(S(=O)(=O)c3ccc(OC)cc3)CC2)cc1,0.2,-4,-3,2,-0.1,-0.7,12,-5,-1,-5
CC1CCCN(S(=O)(=O)c2cc3c4c(c2)C(C)C(=O)N4CCC3)C1 (stereo not drawn),0.0,-1,1,-1,0.3,0.0,16,-7,14,-3
CCn1nc(Cc2cccc3ccccc23)c(C#N)c1N,0.1,5,-3,7,-0.7,-0.2,6,-2,-3,-2
CC1CN(C(=O)C2(C)CC2(Cl)Cl)CC(C)O1 (stereo not drawn),-2.2,2,-3,7,-0.2,0.0,4,-5,1,-2
Cc1ccc(C(=O)n2nc(-c3cccnc3)nc2N)cc1,0.6,3,1,2,0.1,0.3,-8,-8,2,-2
O=C(Cn1cnc2cc([N+](=O)[O-])ccc2c1=O)Nc1ccc(Br)cc1,4.9,-24,-1,-1,0.2,1.5,-1,6,-8,-12
Nc1ccc(-n2cc(-c3ccccc3)[nH]c2=S)cc1,-0.7,1,0,-9,1.8,0.9,9,5,-3,-2
Cc1ccccc1Cn1ccc(NC(=O)c2cc3ncc(Br)cn3n2)n1,-0.8,-5,-3,1,-1.3,0.6,0,-6,0,-2
CC(C)(Cc1ccc(O)cc1)NC(=O)CC(=O)N=Nc1c(O)[nH]c2cc(Br)ccc12,1.0,-21,3,2,1.1,0.5,-7,-17,-5,-4
CC(=O)Nc1ccc(NC(=O)C2CCCN2C(=O)Nc2ccccc2[N+](=O)[O-])cc1 (stereo not drawn),-0.3,-24,85*,-1,1.1,0.0,13,-2,80*,-4
COc1ccc(C(=O)NCc2nnc(SCC(=O)N3CCc4ccccc43)o2)cc1OC,0.5,-4,-1,10,0.0,-0.3,20,-5,-1,-2
Cc1ccc(C(=O)Nc2ccn(Cc3ccc(F)cc3)n2)o1,-1.2,-4,2,-8,-0.4,-0.6,-12,-8,3,-5
COc1ccc(CCNC(=O)c2cc(S(=O)(=O)N3CCCCC3)ccc2Cl)cc1,0.3,-4,2,2,0.8,-0.6,-8,-5,5,0
CN1C(=O)C(CC(=O)O)S/C1=N\N=C\c1ccc(O)cc1O (stereo not drawn),0.4,-6,-1,-2,4.2,-0.1,-13,-4,0,-10

# One compound at a time (already shown). Order of screens: LMPTP block | SUMO1 PPI mod | STEP inh | E coli Lon inh | MsrA inh | TbMetRS inhib | CendR NRP1 mod | Scp1 inh | DNMT1 block | bovine MsrA act
# Nc1ccc(-n2cc(-c3ccccc3)[nH]c2=S)cc1 is listed with -0.7 | 1 | 0 | -9 | 1.8 | 0.9 | 9 | 5 | -3 | -2
# COc1ccc(CCNC(=O)c2cc(S(=O)(=O)N3CCCCC3)ccc2Cl)cc1 is listed with 0.3 | -4 | 2 | 2 | 0.8 | -0.6 | -8 | -5 | 5 | 0

# Filtered by structure, the entries above containing an aryl thioether with sulfur outside any ring
SMILES,LMPTP block,SUMO1 PPI mod,STEP inh,E coli Lon inh,MsrA inh,TbMetRS inhib,CendR NRP1 mod,Scp1 inh,DNMT1 block,bovine MsrA act
COc1ccccc1NC(=O)CSc1nnc(-c2ccc(C)cc2)o1,-2.8,4,0,2,-0.8,-0.7,-3,-6,-2,-2
COc1ccc(C(=O)NCc2nnc(SCC(=O)N3CCc4ccccc43)o2)cc1OC,0.5,-4,-1,10,0.0,-0.3,20,-5,-1,-2

# 4 structures out of the list, sorted by SMILES length, rising.
SMILES,LMPTP block,SUMO1 PPI mod,STEP inh,E coli Lon inh,MsrA inh,TbMetRS inhib,CendR NRP1 mod,Scp1 inh,DNMT1 block,bovine MsrA act
Cc1ccc(C(=O)Nc2ccn(Cc3ccc(F)cc3)n2)o1,-1.2,-4,2,-8,-0.4,-0.6,-12,-8,3,-5
O=Cc1c[nH]c2ccc(S(=O)(=O)N3CCCCC3)cc12,-1.7,1,-1,0,0.8,-0.1,-4,nt,5,-2
CCc1nc2ccccc2nc1N1CCN(S(=O)(=O)c2ccccc2)CC1,3.5,-12,2,-3,0.1,-0.4,17,-1,2,-2
O=C(Cn1cnc2cc([N+](=O)[O-])ccc2c1=O)Nc1ccc(Br)cc1,4.9,-24,-1,-1,0.2,1.5,-1,6,-8,-12

# Assay outcomes deposited in PubChem by several laboratories.
